Bioassay records as filed in PubChem BioAssay.
Wee1 stabilizer: human Wee1 degradation inhibition, primary screen. HeLa Luc-Wee1K328M stability, luciferase luminescence; 100% = proteasome inhibitor MG132 effect. reporter increase, % at 5 µM. P30291. actives 1.2% (n = 220,000);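 active means activation above the mean of all tested compounds plus 3 SD, set per screening run, cut at about 8.8% in these data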;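 further: cells exposed to compound for 20 h before luminescence read; 0% = DMSO alone and 100% = MG132 at 30 µM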
Target sequence (P30291 whole entry K328M): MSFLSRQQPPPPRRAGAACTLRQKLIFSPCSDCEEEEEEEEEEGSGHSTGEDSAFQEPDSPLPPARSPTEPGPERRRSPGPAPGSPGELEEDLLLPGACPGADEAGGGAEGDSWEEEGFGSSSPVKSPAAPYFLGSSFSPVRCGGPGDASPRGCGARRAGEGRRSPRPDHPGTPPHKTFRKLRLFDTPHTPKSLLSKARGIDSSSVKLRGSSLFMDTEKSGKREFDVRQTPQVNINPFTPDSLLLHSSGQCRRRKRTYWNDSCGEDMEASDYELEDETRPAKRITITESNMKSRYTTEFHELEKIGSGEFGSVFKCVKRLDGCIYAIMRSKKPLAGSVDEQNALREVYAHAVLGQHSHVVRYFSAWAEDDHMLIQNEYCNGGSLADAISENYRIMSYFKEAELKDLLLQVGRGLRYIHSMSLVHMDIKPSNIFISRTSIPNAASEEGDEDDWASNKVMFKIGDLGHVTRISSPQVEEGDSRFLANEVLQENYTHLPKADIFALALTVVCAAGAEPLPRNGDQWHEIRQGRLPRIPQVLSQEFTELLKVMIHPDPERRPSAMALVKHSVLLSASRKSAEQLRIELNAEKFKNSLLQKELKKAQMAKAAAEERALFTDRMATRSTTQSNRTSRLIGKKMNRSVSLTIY
BaF3 tox: reduces parental Ba/F3 cell viability, JAK2V617F counter-screen; inhibition, % at 5.6 µM; actives 1.1% (n = 220,000); CellTiter-Glo ATP luminescence; AID 1486;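 active means inhibition above a per-campaign cutoff, the mean inhibition of all tested compounds plus 3 SD, cut at about 27% in these data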;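 further: 0% = DMSO wells and 100% = JAK Inhibitor I control wells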
PPC-1+TRAIL kill: kills PPC-1 cancer cells in the presence of TRAIL; AID 1443; cell killing (% activity), % at 4 µM; PPC-1 cells + TRAIL, ATPLite viability luminescence; actives 0.41% (n = 220,000);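 active means cell killing above 50% in the first pass at 4 µM, then a duplicate retest at 5 µM averaging 50% or more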;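 further: plate controls were cells with TRAIL plus DMSO for no effect and medium-only wells lacking cells for full effect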
TRPML3 agonist: agonists of human TRPML3 channel; Q8TDD5; HEK293 TRPML3-YFP, Fluo-8 calcium fluorescence; 100% = the carbachol control signal; activation, % at 3 µM; actives 0.29% (n = 220,000); AID 1448;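 active means activation above its plate's cutoff, the mean activation of the plate's test wells plus 3 SD, cut at about 12% in these data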;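 further: 0% = DMSO only wells and 100% = carbachol wells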
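Test system: TRPML3-YFP stable HEK293 cells. Doses: single point at 3 µM. Incubation: dye loading 1 h 37 °C then 30 min ambient, 125 s read. Signal: Fluo-8 calcium dye fluorescence, ex 470-495, em 515-575 nm. Measure: percent activation from peak-to-basal fluorescence ratio, scaled between DMSO and carbachol.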
TNF necrop inh: inhibitors of TNF-alpha induced necroptosis in Jurkat FADD-/- cells | Jurkat FADD-/- TNF necroptosis rescue, ATP luminescence, 24 h; 0 = TNF only, 100 = no-TNF cells | activation (protection from cell death), % at 10 µM | actives 0.068% (n = 220,000) | AID 463075;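 active means activation, meaning protection from cell death, of at least 50% relative to plate controls; inactive means activation below 50%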;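 further: necroptosis triggered by 40 ng/mL TNF-alpha added together with compound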
Ba/F3 V617F tox: reduce viability of Ba/F3 cells dependent on JAK2V617F; AID 1446; inhibition, % at 5.6 µM; actives 1.1% (n = 220,000); Ba/F3 EpoR-JAK2V617F viability, ATP luminescence;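 active means inhibition above the campaign mean plus 3 SD over all tested compounds, cut at about 24% in these data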;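 further: cytokine-independent growth of Ba/F3 cells driven by EpoR plus mutant JAK2; 0% = DMSO-treated cells and 100% = JAK inhibitor I control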
TRPN1 ag: activates the zebrafish TRPN1 channel; activation, % at 3 µM; HEK293 zebrafish TRPN1-YFP, Fluo-8 calcium fluorescence; 100% = response to 87 µM carbachol; AID 1424; actives 0.18% (n = 220,000);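 active means activation above its plate's cutoff, the mean activation of test wells on that plate plus 3 SD, cut at about 19% in these data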;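 further: 0% = DMSO alone and 100% = 87 µM carbachol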
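Material: zebrafish TRPN1-YFP in HEK293 cells; Doses: single test compound dose, 3 µM nominal, 0.3% DMSO; Timing: dye loading 1 h at 37 °C, then 30 min room temperature; Technique: intracellular calcium fluorescence with Fluo-8; Benchmarks: high carbachol 87 µM, low DMSO alone.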
RBBP9 inh: blocks human serine hydrolase RBBP9. O75884. recombinant RBBP9, FP-Rh probe fluorescence polarization. inhibition, % at 7.94 µM. actives 0.2% (n = 220,000). AID 1515;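 active means inhibition above the campaign mean of all tested compounds plus 3 SD, cut at about 14% in these data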;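 further: plate controls were DMSO wells with RBBP9 for no effect and wells lacking RBBP9 protein for full effect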
Target sequence (O75884 whole entry, looked up): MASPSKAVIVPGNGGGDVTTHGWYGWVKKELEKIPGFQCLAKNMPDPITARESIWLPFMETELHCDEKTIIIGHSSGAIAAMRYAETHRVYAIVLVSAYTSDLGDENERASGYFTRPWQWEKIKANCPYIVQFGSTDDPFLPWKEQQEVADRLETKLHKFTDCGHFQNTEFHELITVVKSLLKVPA
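Test system: recombinant human RBBP9; Timing: 30 min then 45 min, 25 °C; Detection: fluorescence polarization; Control set: RBBP9 with DMSO as uninhibited control, no-protein wells as full inhibition; Compound dosing: one concentration, 7.94 µM nominal, 0.794% DMSO; Probe or stimulus: FP-Rh activity-based probe, 375 nM before mixing.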
CHOP inhibitor: CHOP inhibition in unfolded protein response; CHO-K1 CHOP-promoter luciferase, tunicamycin-induced, 15-18 h; inhibition, % at 10 µM; actives 3.8% (n = 220,000);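 active means compounds that reduced the stress-induced luciferase reporter signal by more than about 70% of percent inhibition, limit read from the data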;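 further: 0% = tunicamycin plus vehicle and 100% = wells without tunicamycin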
Starred values were filed as active, the others as inactive; . = not tested or not shown; & = joins results of further samples.

#1 COC(=O)C(C)n1nnc2sc(-c3ccccc3)cc2c1=O (centres undefined)
#2 COc1ccc(CCNc2oc(COc3ccc(Br)cc3)nc2C#N)cc1OC
#3 COC(=O)c1ccc2c(=O)n(CCCCCC(=O)N3CCN(c4ccccc4)CC3)c(=O)[nH]c2c1
#4 O=C(O)c1ccc(S(=O)(=O)NC2CCCc3ccccc32)cc1 (centres undefined)
#5 O=[N+]([O-])c1cc(C(F)(F)F)ccc1NCCc1c[nH]c2ccccc12
#6 Cc1ccc(N/N=C2/CCCNC2=O)cc1
#7 CN(C)CCCNC(CC(=O)Nc1cccc([N+](=O)[O-])c1)C(=O)O (centres undefined)
#8 N#CC1=C(N)NC(SCC(=O)Nc2ccccc2)=C(C#N)C12CCCC2
compound no. | 1 | 2 | 3 | 4 | 5 | 6 | 7 | 8
Wee1 stabilizer | 0 | -4 | 1 | 2 | -1 | -2 | -2 | 2
BaF3 tox | 5 | 3 | 2 | 4 | 7 | 6 | -2 | 11
PPC-1+TRAIL kill | 11 | 16 | 8 | -8 | 1 | 2 | -3 | 14
TRPML3 agonist | 0.7 | -0.8 | 0.2 | 0.8 | -0.9 | 0.4 | 0.7 | -0.3
TNF necrop inh | 0.8 | -7.6 | -7.4 | -2.3 | -7.3 | -2.7 | 1.5 | 1.4
Ba/F3 V617F tox | -1 | -1 | 1 | 0 | -1 | 0 | -2 | 7
TRPN1 ag | 1.9 | 0.1 | 2.4 | -0.2 | -1.1 | 0.4 | -0.3 | 2.0
RBBP9 inh | -3 | -10 | -5 | -4 | 7 | 3 | -1 | -1
CHOP inhibitor | 20 | 59 | 105* | -3 | 53 | 7 | 3 | 11

Sorted by value in CHOP inhibitor (rising): some entries from above.
| # | SMILES | Wee1 stabilizer | TRPML3 agonist | RBBP9 inh | CHOP inhibitor |
| --- | --- | --- | --- | --- | --- |
| 4 | O=C(O)c1ccc(S(=O)(=O)NC2CCCc3ccccc32)cc1 (centres undefined) | 2 | 0.8 | -4 | -3 |
| 8 | N#CC1=C(N)NC(SCC(=O)Nc2ccccc2)=C(C#N)C12CCCC2 | 2 | -0.3 | -1 | 11 |
| 5 | O=[N+]([O-])c1cc(C(F)(F)F)ccc1NCCc1c[nH]c2ccccc12 | -1 | -0.9 | 7 | 53 |

(next part)
#9 COC(=O)C1=C(C)NC2=C(C(=O)CC(C)(C)C2)C1c1cccc(C)n1 (centres undefined)
#10 COc1ccc(CC(=O)n2nc(-c3cccnc3)nc2N)cc1
#11 COC(=O)c1c(NC(=O)COC(=O)c2ccc(C)s2)sc2c1CCCCC2
#12 COc1cc2c(cc1OC)CN(C(=O)c1ccc(S(=O)(=O)N3CCCCC3)cc1)CC2
#13 N#Cc1cc(S(=O)(=O)c2ccc(F)cc2)c(N)[nH]c1=O
#14 CNC(=S)N(CCc1c(C)[nH]c2ccc(C)cc12)Cc1cc(OC)c(OC)c(OC)c1
#15 N#CC1=C2SCN(c3ccccc3)CN2C(=O)CC1c1cccs1 (centres undefined)
#16 O=C(NC(=S)NCc1ccc2c(c1)OCO2)c1ccccc1
compound no. | 9 | 10 | 11 | 12 | 13 | 14 | 15 | 16
Wee1 stabilizer | 0 | 9.4* | 0 | -1 | 0 | 2 | -2 | -4
BaF3 tox | 0 | -3 | 4 | 3 | -2 | 9 | 1 | 2
PPC-1+TRAIL kill | 1 | 8 | 10 | 27 | 21 | 0 | 9 | 4
TRPML3 agonist | 0.0 | 0.1 | 1.6 | 0.5 | 0.2 | 0.0 | 0.2 | 0.4
TNF necrop inh | -1.3 | 0.3 | 2.8 | 1.1 | 0.1 | 0.3 | -1.1 | 2.0
Ba/F3 V617F tox | -1 | -2 | -3 | -4 | -6 | 3 | 0 | 0
TRPN1 ag | 1.4 | -0.8 | 1.7 | 1.1 | -0.6 | 0.2 | -0.1 | 0.3
RBBP9 inh | -6 | 10 | 3 | 1 | 4 | -9 | 1 | 0
CHOP inhibitor | 38 | 15 | 72* | 17 | 8 | 24 | -23 | 33

#17 CCOC(=O)c1cc(-c2nnc(-c3cc(OC)c(OC)c(OC)c3)o2)c(C)nc1C
#18 COc1ccc(-n2c(=O)c3c4c(sc3n(CC(=O)Nc3cc(C)[nH]n3)c2=O)CCC4)c(OC)c1
#19 O=C(O)c1ccc(COc2ccc(/C=N/NC(=O)c3cccs3)cc2)cc1
#20 Cc1cc(C)c2c(N)c(-c3nc4ccccc4[nH]3)sc2n1
#21 C=CCn1cnc2scc(-c3ccc(C)c(C)c3)c2c1=O
#22 C/C(=N\NC(=O)Cn1nc(C)c(Br)c1C)c1cccs1
#23 Cc1ccc(N2C(=O)CC(Sc3ncn[nH]3)C2=O)cc1 (centres undefined)
#24 O=C(NCc1ccncc1)c1cccc(F)c1
compound no. | 17 | 18 | 19 | 20 | 21 | 22 | 23 | 24
Wee1 stabilizer | 3 | 0 | 7 | 7 | -2 | 1 | 0 | 4
BaF3 tox | 4 | 7 | 4 | 4 | 2 | 1 | 9 | 4
PPC-1+TRAIL kill | . | -3 | 14 | -1 | -15 | 13 | 9 | 18
TRPML3 agonist | 0.4 | 0.9 | 0.5 | -1.0 | 0.2 | 0.2 | -0.2 | 0.9
TNF necrop inh | -4.6 | -0.3 | -0.5 | 2.4 | 16 | 2.1 | -0.8 | 1.2
Ba/F3 V617F tox | 0 | 0 | 1 | -2 | -2 | -5 | 1 | -1
TRPN1 ag | 0.1 | -0.1 | 0.3 | -1.0 | -1.2 | -0.6 | -1.5 | 1.0
RBBP9 inh | 0 | 0 | -4 | -2 | -9 | 4 | -7 | -1
CHOP inhibitor | . | 5 | -15 | -8 | 40 | 2 | -42 | 16

#25 CC(C)(C)n1cc(S(=O)(=O)c2ccccc2)[nH]c1=O
#26 CSc1n[nH]c(/N=C/c2oc(O)c3ccccc23)n1
#27 OC1(Cc2ccccc2)CCNCC1
#28 CC(C)CC(=O)N1CCC(O)(CS(=O)(=O)Cc2ccc(Cl)cc2)CC1
#29 Fc1ccccc1N1CCN(C(c2cccs2)c2nnnn2CCc2ccccc2)CC1 (centres undefined)
#30 CC1=C(C)CC(C(=O)N2CCN(C/C=C/c3ccccc3)CC2)C(C(=O)O)C1 (centres undefined)
#31 CCOC(=O)c1ccc(NC(=O)CN2C(=O)C(CC)SC(CC)C2=O)cc1 (centres undefined)
#32 O=C(NNC(=O)c1cccnc1)Nc1ccc(Cl)c(Cl)c1
compound no. | 25 | 26 | 27 | 28 | 29 | 30 | 31 | 32
Wee1 stabilizer | 0 | -2 | 3&-2 | 1 | 2 | -2 | -3 | 2
BaF3 tox | 2 | 5 | -4&-4 | 3 | 6 | 6 | 4 | 6
PPC-1+TRAIL kill | 8 | 5 | 6&11 | 14 | 25 | . | 0 | -12
TRPML3 agonist | 0.7 | 0.7 | 0.7&0.7 | 0.2 | 2.2 | 0.5 | 0.7 | -0.3
TNF necrop inh | -0.3 | 0.5 | 0.4&1.9 | 0.1 | -3.3 | 1.2 | 2.3 | -2.9
Ba/F3 V617F tox | 2 | -2 | -3&-3 | -1 | -3 | -1 | -1 | 1
TRPN1 ag | 1.5 | 0.9 | -0.5&3.1 | 1.6 | 0.6 | 0.8 | 1.1 | 1.4
RBBP9 inh | -5 | -2 | -1&-4 | 7 | -1 | 3 | -8 | -4
CHOP inhibitor | -5 | 2 | -20&3 | 11 | 24 | -8 | 47 | 43

#33 COc1ccc(NC(=O)C2CCCN(S(=O)(=O)c3c(C)n[nH]c3C)C2)c(OC)c1 (centres undefined)
#34 CC1CCCC2(C1)NC(=S)c1c(sc3c1CCCC3)N2 (centres undefined)
#35 Cn1c(N)c(C(=O)COC(=O)c2ccc([N+](=O)[O-])o2)c(=O)n(C)c1=O
#36 CCCCNS(=O)(=O)c1ccc(S(=O)(=O)NCc2ccncc2)cc1
#37 COc1cccc(NC(=O)c2ccc(NC(=O)C3CC(=O)OC34CCCCC4)cc2)c1 (centres undefined)
#38 O=C(C(=O)N1CCc2ccccc2C1)c1cn(CC(=O)N2CCCCC2)c2ccccc12
#39 COc1cc2c(cc1OC)C(C)N(C(=O)c1cccc([N+](=O)[O-])c1)CC2 (centres undefined)
#40 CCC12CN3CC(CC)(CN(C1)C3c1ccccc1Cl)C2O (centres undefined)
compound no. | 33 | 34 | 35 | 36 | 37 | 38 | 39 | 40
Wee1 stabilizer | 3 | 2 | 1 | 0 | -1 | -1 | 1 | 4
BaF3 tox | 1 | 4 | -1 | 39* | 7 | 3 | 7 | 2
PPC-1+TRAIL kill | 8 | 8 | -13 | 13 | 40 | 13 | 17 | 2
TRPML3 agonist | 0.0 | 0.6 | 0.6 | 1.0 | 0.6 | -0.4 | -0.3 | 0.7
TNF necrop inh | -3.2 | -1.6 | -16 | -3.6 | 0.3 | 3.6 | -0.8 | -4.7
Ba/F3 V617F tox | -1 | 2 | -1 | 33* | 2 | -5 | 6 | 1
TRPN1 ag | 0.8 | 1.2 | 3.1 | 0.0 | 2.1 | -3.0 | 1.1 | 1.1
RBBP9 inh | -6 | -7 | 3 | 2 | -6 | 2 | -8 | -5
CHOP inhibitor | 0 | 58 | 10 | 57 | 6 | 28 | 25 | -19

#41 Cc1cc([N+](=O)[O-])nn1CC(=O)NNC(=S)Nc1ccc([N+](=O)[O-])cc1
#42 CN1C(=O)C2CN(CCc3ccccc3)CNC2N(C)C1=O (centres undefined)
#43 Cn1c(=O)c2c(nc(NC3CCCCC3)n2CC(=O)C23CC4CC(CC(C4)C2)C3)n(C)c1=O
#44 CCC(C)(C)NC(=O)C(c1ccccc1)N(Cc1cccnc1)C(=O)c1csnn1 (centres undefined)
#45 COc1cc2c3nnc(-c4ccc(F)cc4)c-3cn(Cc3ccc(C)cc3)c2cc1OC
#46 Cc1cccc(OCCC(=O)NCC(=O)Nc2cccc(C)c2C)c1
#47 Cc1ccc2c(c1)NCC(C(=O)NC1CCC(C)CC1)O2 (centres undefined)
compound no. | 41 | 42 | 43 | 44 | 45 | 46 | 47
Wee1 stabilizer | -2 | -4 | 3 | -1 | -2 | 1 | -1
BaF3 tox | 9 | 3 | 0 | 3 | 5 | 5 | 0
PPC-1+TRAIL kill | 22 | -11 | -1 | 24 | 15 | -10 | 4
TRPML3 agonist | 0.4 | 0.3 | -0.1 | -0.1 | 0.0 | -0.1 | 0.3
TNF necrop inh | -0.9 | 0.9 | 0.3 | -0.1 | 1.6 | 0.1 | 2.9
Ba/F3 V617F tox | 4 | -4 | -4 | 1 | 0 | 3 | -4
TRPN1 ag | -0.1 | 0.0 | 0.5 | 0.7 | 0.7 | -2.1 | -2.0
RBBP9 inh | -8 | -9 | 9 | -2 | 1 | -10 | -4
CHOP inhibitor | 11 | 4 | 81* | 9 | 49 | 38 | -26
